Source: PubChem BioAssay (several laboratories)
Platelet DG rel = modulates dense granule release in human platelets; 300,000 tested, 0.22% active; human platelet-rich plasma, SFLLRN dense granule ATP release, luminescence; inhibition, %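 (compounds screened at 7.5 µM in platelet-rich plasma)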;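 active = mean replicate score, as percent of positive control, at or above 50; inconclusive = mean below 50 but at least one replicate at or above 50; inactive = mean and every replicate below 50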
KLF5 inh = inhibitors of KLF5 expression. DLD-1 KLF5 promoter-luciferase reporter, luminescence. inhibition, % at 5 µM. 290,000 tested, 0.23% active;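 active = inhibition above a per-plate limit of that plate's mean compound inhibition plus 3 SD, cut at about 60% in these data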;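 also: 0% = DMSO wells and 100% = LY294002 at 200 µM; higher means less KLF5 promoter-driven luciferase light; inactives centre near -14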
HDAC3 inhib = inhibitors of human histone deacetylase 3 | O15379 | 320,000 tested, 0.15% active | recombinant HDAC3, fluorogenic peptide/trypsin coupled, fluorescence | inhibition, % at 8.3 µM; in the data active = inhibition above about 26%, passing the limit was not always enough; inconclusive = no clear call, values can overlap the other calls
Target sequence (O15379 whole entry, looked up): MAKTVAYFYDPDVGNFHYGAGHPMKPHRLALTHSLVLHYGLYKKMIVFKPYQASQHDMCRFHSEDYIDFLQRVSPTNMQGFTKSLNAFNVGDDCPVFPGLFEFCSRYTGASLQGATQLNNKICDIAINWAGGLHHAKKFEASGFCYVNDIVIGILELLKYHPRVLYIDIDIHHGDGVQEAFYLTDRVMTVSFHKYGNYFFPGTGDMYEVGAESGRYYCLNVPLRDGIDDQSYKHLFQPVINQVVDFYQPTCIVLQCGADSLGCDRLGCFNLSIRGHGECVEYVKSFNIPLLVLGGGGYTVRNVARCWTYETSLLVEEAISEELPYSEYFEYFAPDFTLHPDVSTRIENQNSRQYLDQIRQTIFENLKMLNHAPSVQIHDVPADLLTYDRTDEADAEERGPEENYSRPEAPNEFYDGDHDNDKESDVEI
aSyn 5UTR inh = 5' untranslated region of α-synuclein, MLPCN primary screen; alpha-synuclein 5'UTR reporter, inhibitor activity; inhibition, % (tested at 7.5 µM); 300,000 tested, 0.82% active; AID 1813; in the data active = inhibition above about 60%; inconclusive = no clear call, values can overlap the other calls;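 also: H4 neuroglioblastoma cells stably carrying SNCA 5'UTR luciferase fusion; 0% = DMSO wells and 100% = positive control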
HSF1 inh = HSF1 inhibition; 300,000 tested, 0.77% active; activity change, negative = inhibition, % at 7.5 µM (by protocol); NIH3T3-HGL HSE-luciferase, MG132-induced, luminescence 8 h; active compounds read low; AID 2098;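 active = more than half of replicate wells show activity change below -50%, luminescence cut by over half; inconclusive = some wells, but at most half, below -50%; inactive = no replicate well below -50%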;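 also: luciferase reports HSF-1 transcriptional activity via heat shock element; 0% = median of DMSO wells and -100% = zero luminescence signal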
HSF1 activator = increases HSF-1 driven luciferase reporter signal; NIH3T3-HGL HSF-1 luciferase reporter, MG132, 8 h; 100% = twice DMSO control signal; activation, % at 9 µM; 300,000 tested, 1.7% active; AID 504408;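 active = mean replicate activation of at least 50% with a set share of replicates each reaching 50%; inconclusive = only one of those two conditions met; inactive = mean below 50% and too few replicates reaching it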;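 also: 0% = median of the neutral control wells and 100% = twice that signal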
HSP90 inh = HSP90 refolding inhibition in rabbit reticulocyte lysate; luciferase refolding luminescence, 3 h; 290,000 tested, 0.91% active; inhibition, % at 5.6 µM;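 active = inhibition above the screen-wide mean plus 3 SD, computed separately per campaign, cut at about 16% in these data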;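 also: 0% = DMSO wells and 100% = 60 µM geldanamycin wells; inhibitors lower the luminescence because luciferase stays unfolded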
IEC-6 cytotox = counter-screen for KLF5 inhibitors: cytotoxicity in IEC-6 cells. IEC-6 cytotoxicity, luminescence viability. inhibition, % at 5 µM. 290,000 tested, 0.78% active; in the data active = inhibition above about 22%;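 also: 0% = plate median of test compound wells and 100% = cytotoxic reference compound wells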
HIF activator = HIF pathway transcriptional activation; U2OS HRE-luciferase reporter, luminescence; normalized: DMSO 0%, desferrioxamine 100%; activation, % at 7.5 µM (by protocol); 300,000 tested, 0.32% active; AID 1910;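 active = mean activation of at least 10% of the iron chelator positive control signal, with at least half of replicates also reaching 10%; inconclusive = mean and replicate majority disagree about reaching 10%; inactive = mean and most replicates under 10%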
AI-2 QS modul = Vibrio harveyi AI-2 quorum sensing modulation. Vibrio harveyi JMH597 AI-2 luminescence/OD600 ratio, 9 h; active compounds read low; strain lacks LuxN and CqsS sensors; 0 = neutral-control median. activity change, % at 7.5 µM. 300,000 tested, 0.4% active. AID 2094; in the data active = activity change below about -75%, passing the limit was not always enough; inconclusive = no clear call, values can overlap the other calls;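 also: luminescence divided by OD600 gain over 9 h not by final OD600 alone; inactives centre near 13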
The depositor's hits bear a star; ? = inconclusive; . = no result given. Not a hit list (roughly 5% active in at least one column).

SMILES	Platelet DG rel	KLF5 inh	HDAC3 inhib	aSyn 5UTR inh	HSF1 inh	HSF1 activator	HSP90 inh	IEC-6 cytotox	HIF activator	AI-2 QS modul
CN(C)c1ccc(CNC(=O)CCS(=O)(=O)c2ccc3c(c2)n(C)c(=O)c(=O)n3C)cc1	5	-7	1	-1	-2	-14	0	-9	-0.2	11
Cc1nc(-c2ccccc2)nc2sc(C(=O)c3ccc(F)cc3)c(N)c12	1	-2	-2	43	-5	6	5	3	-0.3	15
Cc1ccc(N2C(=O)C3C(C2=O)C2C=CC3C23CC3)c([N+](=O)[O-])c1 (stereo not drawn)	4	-16	-2	4	-7	4	1	9	-0.3	14
O=S(=O)(c1ccccc1)c1cc(O)ccc1O	-1	6	1	3	-3	-15	1	3	1.1	14
O=C(NC(C(=O)c1ccccc1)N1CCCCCC1)c1ccco1 (stereo not drawn)	-4	-48	2	-39	0	26	0	-2	0.1	15
CC1CCCC(C)N1C(=O)CSc1nnnn1-c1cccc2c1CCCC2 (stereo not drawn)	5	8	-1	9	4	27	3	5	0.7	-7
O=C(CNC(=O)c1ccccc1)NCC(=O)OCC(=O)c1ccccc1	-11	-24	-6	2	3	-8	-2	-5	0.4	16
COc1cccc(Nc2ncccc2C(=O)Nc2ccccc2)c1	3	7	?	3	-3	-5	-3	-1	-0.1	17
CCOc1ccc(NC(=O)C2CC(=O)OC2c2ccccc2)cc1 (stereo not drawn)	9	-26	?	-9	-6	-11	-1	4	-0.3	13
CC(C)(C)C(=O)/C=C(\N)c1ccccn1	2	-8	1	-9	1	-3	5	4	0.4	34
CC(=O)Nc1ccc2nc(NC(=O)COc3ccccc3C)sc2c1	11	-34	-3	-40	9	36	-3	-4	12*	18
CC(C)CCN1CC(=O)N2[C@@H](Cc3c([nH]c4ccccc34)C2(C)C)C1=O	13	-19	2	10	0	-11	1	-2	1.1	22
CCOC(=O)c1c(NC(=O)CN2CCCc3ccccc32)sc(C)c1CC	8	-23	4	-2	6	12	-2	8	2.5	-21
CCN1C(=O)CS/C1=N\S(=O)(=O)c1ccc(Cl)cc1	-5	-2	0	2	-2	-2	3	-5	-0.2	12
Cc1ccc(C(=O)c2c3ccccc3[n+]([O-])n2CCO)cc1	-3	.	2	-2	2	-18	.	.	-0.9	6
CCc1cc2c(CN3CCN(Cc4ccccc4)CC3)cc(=O)oc2cc1O	-12	-16	-56	7	3	3	5	-3	2.9	4
O=C(c1ccccc1F)N(Cc1ccc(F)cc1)C1CCS(=O)(=O)C1 (stereo not drawn)	0	-6	2	-8	-1	-16	1	0	-0.2	0
O=C(c1cc(-c2ccccc2O)on1)N1CCCCCC1	3	-135	6	-140	14	41	3	-4	1.2	-55
Cn1ncc2c(N3CCN(c4ccccc4F)CC3)ncnc21	-9	-11	1	-5	6	-17	2	0	0.5	20
Cc1ccc(NC(=O)OCC(F)(F)C(F)F)cc1NC(=O)OCC(F)(F)C(F)F	6	-2	15	18	2	8	-2	4	0.2	-29
COc1ccccc1N(CC(=O)Nc1ccc(Cc2ccncc2)cc1)S(=O)(=O)c1ccccc1	-3	-21	-7	28	6	12	2	0	-8.2	6
CCN(CC)C(=O)c1ccc2nc3ccccc3nc2c1	-3	-13	4	?	14	32	3	7	0.4	22
Cc1ccc(CNC(=O)Cc2ccc(Br)cc2)cc1	-2	-12	1	-27	9	-1	2	12	-0.2	3
Cc1ccc([N+](=O)[O-])cc1S(=O)(=O)N1CCC(C)CC1	-4	1	-6	30	-2	10	0	-3	-0.2	2
COc1ccc(-c2ccc(-c3nnc(-c4ccncc4)o3)cc2)cc1	-1	-21	.	-115	5	4	4	-2	1.2	15

By substructure: the compounds so far containing a thiophene ring, fused or not.
SMILES	Platelet DG rel	KLF5 inh	HDAC3 inhib	aSyn 5UTR inh	HSF1 inh	HSF1 activator	HSP90 inh	IEC-6 cytotox	HIF activator	AI-2 QS modul
Cc1nc(-c2ccccc2)nc2sc(C(=O)c3ccc(F)cc3)c(N)c12	1	-2	-2	43	-5	6	5	3	-0.3	15
CCOC(=O)c1c(NC(=O)CN2CCCc3ccccc32)sc(C)c1CC	8	-23	4	-2	6	12	-2	8	2.5	-21

Further entries follow:
SMILES	Platelet DG rel	KLF5 inh	HDAC3 inhib	aSyn 5UTR inh	HSF1 inh	HSF1 activator	HSP90 inh	IEC-6 cytotox	HIF activator	AI-2 QS modul
Cc1cccc(NC(=O)CN2CCC(NC(=O)C3CCCCC3)CC2)c1C	2	-11	-1	17	-6	6	-6	-7	0.5	1
CCOCCCNC(=O)C(c1ccccc1)N(Cc1cccs1)C(=O)c1ccccc1O (stereo not drawn)	2	-24	-1	-8	6	37	-5	-2	-0.3	30
CCCC(NS(=O)(=O)c1ccc(Br)cc1)C(=O)O (stereo not drawn)	2	-28	3	18	-1	-7	3	0	0.1	11
O=C(CCn1c(=O)oc2ccc(Cl)cc21)N1CCN(Cc2ccccc2)CC1	-5	1	-3	-4	-2	0	1	2	1.4	-3
O=C(NC1CCSC1=O)c1cccc(C(=O)NC2CCSC2=O)c1 (stereo not drawn)	4	3	-6	-18	-10	-6	-1	5	0.5	5
O=C(CCNS(=O)(=O)c1cccc2nonc12)NC1CCCCC1	7	-2	-12	-3	-6	-9	-4	-4	0.3	23
COc1ccc(N2CCN(C(CNC(=O)C3CCCCC3)c3ccco3)CC2)cc1 (stereo not drawn)	-1	.	-2	5	2	13	.	.	0.3	-14
CC(C)(C)c1ccc(OCCN2CCCC2)cc1	2	-37	-3	-19	-5	-1	-4	-2	0.1	11
Cc1cc(C)n(C(=O)c2ccc(C)c(S(=O)(=O)N3CCOCC3)c2)n1	2	5	10	-7	8	11	3	3	-0.5	7
Cc1c(CCC(=O)O)c(=O)oc2cc3occ(C(C)(C)C)c3cc12	8	-35	-7	1	-7	1	2	6	-0.4	18
Cc1c(NC(=O)c2c(O)c3ccccc3n(C)c2=O)c(=O)n(-c2ccccc2)n1C	3	8	1	-14	4	16	3	-2	-0.2	6
CSc1nnc(C)c(/C=C/NOCc2ccc(Cl)cc2)n1	-2	-10	1	4	10	18	3	-3	-0.5	20
CCOc1nc(SCCOc2ccc(C)cc2)nc(N(C)C)n1	.	-18	-1	.	.	.	-1	6	.	.
COc1cccc(O)c1CN1CCC(C(=O)Nc2ccc(Oc3cccnc3)cc2)CC1	2	-18	-3	24	-6	-8	4	5	0.0	2
CCOCC(=O)Nc1c(C(=O)OCC)oc2ccccc12	3	-30	.	4	-4	15	-1	4	-0.1	15
COC(=O)C1=C(C)N(CCc2ccc(OC)c(OC)c2)C(=O)/C1=C\N(C)C	7	-12	-1	22	7	4	-1	0	0.1	53
O=C(NC1CCN(C(=O)N2CCOCC2)CC1)c1ccccc1	-2	-27	3	-1	6	3	-2	-2	-0.3	23
COc1ccc(Cl)cc1NC(=O)Nc1ccc(Br)cn1	7	-14	0	-51	-4	13	2	8	-0.2	12
CC(CCc1ccccc1)NC(=O)c1ccc(Cl)nc1 (stereo not drawn)	-1	-33	0	32	1	9	-4	-5	-0.3	2
N#C[C@H]1C(O)C(O)c2ccccc2N1C(=O)c1ccccc1 (stereo partly drawn)	-2	.	5	6	1	-3	.	.	0.2	23
O=C(NCCN1C(=O)S/C(=C\c2ccc(Cl)c(Cl)c2)C1=O)c1ccc2c(c1)C(=O)N(Cc1ccncc1)C2=O	-15	-10	-3	-12	4	10	-3	-3	-0.3	23
Cc1ccc(NC(=O)c2ccc3c(=O)n4c(nc3c2)CCCCC4)nc1	1	.	6	-72	22	23	.	.	1.7	14
CCOc1ccc(/C=N/NC(=O)C(=O)NCc2ccco2)cc1	6	11	1	-6	1	-1	-3	-11	-0.6	23
COc1ccc(NS(=O)(=O)c2cccc(C(=O)NCC(c3ccc(OC)cc3)N3CCCC3)c2)cc1 (stereo not drawn)	-2	.	0	-9	0	14	.	.	-0.3	21
Cc1ccc(SC(C)C(=O)N2CCC(C(N)=O)CC2)cc1 (stereo not drawn)	5	-16	4	0	-6	-4	-1	1	-0.4	9
The results go on.
SMILES	Platelet DG rel	KLF5 inh	HDAC3 inhib	aSyn 5UTR inh	HSF1 inh	HSF1 activator	HSP90 inh	IEC-6 cytotox	HIF activator	AI-2 QS modul
O=C1COc2ccc(NC(=O)N3CCN(c4ccc(F)cc4)CC3)cc2N1	-1	-4	7	34	-3	-23	-2	2	0.7	27
CCc1c(C)nc2ncnn2c1N1CCCC(C(=O)NCCc2ccccc2)C1 (stereo not drawn)	0	-19	-3	-22	2	6	-2	2	1.2	-1
Cc1cscc1NC(=O)/C=C/C(=O)O	4	6	2	-42	-4	0	-1	2	-0.2	6
Cc1ccc(NC(=O)Cc2csc(-c3ccccc3)n2)cc1F	8	-35	?	11	7	12	2	-5	0.6	3
Cc1ccc(-c2nc(NC(=O)CSc3nnnn3-c3ccccc3)ns2)cc1	-14	-19	5	-36	-8	0	5	-1	-0.1	23
CC(C)N(Cc1cnn(C)c1)C(=O)C1CCC(=O)N(CCc2cccc(F)c2)C1 (stereo not drawn)	-12	-44	-1	-31	5	32	-4	-3	1.1	15
COc1ccc(CCNC(=O)C(=O)N/N=C/c2cccs2)cc1OC	5	-22	?	23	4	34	2	2	0.4	20
COc1ccccc1C(=O)NC(=O)CSc1nnc(SC)s1	14	.	2	10	-3	-15	.	.	0.0	14
O=C(OCc1ccc(Br)cc1)c1cccnc1Cl	-2	-4	-1	7	0	34	1	3	1.4	8
Cc1nn(-c2ccccc2)c(N)c1N=O	-3	7	11	4	-3	14	5	7	0.5	19
O=C(c1cccc([N+](=O)[O-])c1)N1CCCN(C(=O)c2cccc([N+](=O)[O-])c2)CC1	-5	-20	9	-3	2	-6	-1	2	0.4	16
CN(C)c1cccc(C(=O)N/N=C/c2ccsc2)c1	5	-24	7	-157	1	-8	3	1	2.4	-4
CC(C)(C)c1nnc(NC(=O)CN2C(=O)C3C4C=CC(C4)C3C2=O)s1 (stereo not drawn)	5	-6	3	4	2	-14	0	-6	-0.6	22
S=C(NCc1ccc(Cl)cc1)NCc1ccco1	4	-36	-2	-26	3	1	-1	-1	0.5	-18
N#Cc1c(-c2ccc(Cl)cc2)ccn2nc(C3CCCCC3)nc12	-3	-9	-5	-164	5	24	-1	1	1.8	13
O=C(Nc1ccnn1C1CCN(Cc2cc3ccccc3[nH]2)CC1)C1CCOC1 (stereo not drawn)	-4	-18	3	3	-2	3	1	-2	0.1	28
CCN(CC)C(=O)Cn1cc(C(=O)C(=O)NCc2ccccn2)c2ccccc21	3	-16	0	-9	2	7	-3	-5	0.2	15
O=C(NC1CCOCC1)C1CCC(=O)N(CCc2cccc(F)c2)C1 (stereo not drawn)	3	-19	4	-14	-4	15	0	1	0.0	11
CC(=O)N1CCC2(CC1)CC(=O)c1cc(OCC(=O)N3CCCC3)ccc1O2	-3	-13	.	5	2	29	0	-3	-0.3	4
C=CCOC(=O)C1=C(C)NC(=O)NC1/C=C/c1ccccc1 (stereo not drawn)	1	2	-8	30	20	6	4	-2	0.6	6
CC(=O)Nc1cccc(/C(C)=N\NC(=O)c2ccc(Cn3nc([N+](=O)[O-])c(Cl)c3C)o2)c1	-4	-16	-3	20	1	-1	-6	-7	-0.4	17
COc1cccc(C(=O)N2CCSC2=S)c1	-2	-26	37*	8	-1	-9	-1	1	0.1	10
CCN(CC)C(=O)CSc1n[nH]c(=O)n1CCc1ccccc1	5	-7	1	-6	-2	-15	-2	0	0.2	0
